Screening data: PubChem, several laboratories
NPY-Y1 PAM-ag: human NPY-Y1 potentiation or agonism, primary screen. P25929. NPY-Y1 expressing cells, potentiator/agonist activation. activation, % at 3.6 µM. 220,000 tested, 0.37% active; in the data active means activation above about 33%, passing the limit was not always enough;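 further: cells stimulated with NPY at EC10 then isoproterenol at EC100; 0% = low agonist plus stimulus and 100% = saturating agonist plus stimulus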
CHOP inh: CHOP inhibition in unfolded protein response; inhibition, % at 10 µM; 220,000 tested, 3.8% active; CHO-K1 CHOP-promoter luciferase, tunicamycin-induced, 15-18 h;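 active means compounds that reduced the stress-induced luciferase reporter signal by more than about 70% of percent inhibition, limit read from the data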;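 further: 0% = tunicamycin plus vehicle and 100% = wells without tunicamycin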
TRPML3 agonist: human mucolipin-3 channel agonism. 220,000 tested, 0.29% active. activation, % at 3 µM. HEK293 TRPML3-YFP, Fluo-8 calcium fluorescence; 100% = the carbachol control signal. Q8TDD5;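 active means activation above its plate's cutoff, the mean activation of the plate's test wells plus 3 SD, cut at about 12% in these data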;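 further: 0% = DMSO only wells and 100% = carbachol wells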
Target sequence (Q8TDD5 whole entry, looked up): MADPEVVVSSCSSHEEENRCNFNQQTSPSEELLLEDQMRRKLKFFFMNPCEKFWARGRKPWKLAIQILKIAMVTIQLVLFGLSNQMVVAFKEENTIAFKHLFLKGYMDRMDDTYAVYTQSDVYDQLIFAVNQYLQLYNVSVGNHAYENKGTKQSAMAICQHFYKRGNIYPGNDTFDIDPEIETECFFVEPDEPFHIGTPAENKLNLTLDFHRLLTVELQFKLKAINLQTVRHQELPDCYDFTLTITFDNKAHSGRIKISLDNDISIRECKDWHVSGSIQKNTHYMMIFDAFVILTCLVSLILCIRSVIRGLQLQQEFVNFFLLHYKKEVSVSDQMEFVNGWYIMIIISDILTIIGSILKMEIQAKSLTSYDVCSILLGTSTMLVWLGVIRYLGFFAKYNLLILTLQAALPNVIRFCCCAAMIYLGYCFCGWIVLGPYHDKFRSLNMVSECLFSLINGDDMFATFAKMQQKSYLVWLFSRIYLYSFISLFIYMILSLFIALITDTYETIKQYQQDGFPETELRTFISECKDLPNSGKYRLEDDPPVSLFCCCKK
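Test system – HEK293 line with stable expression of human TRPML3-YFP channel · Control set – carbachol 87 µM final as high control (100%), DMSO as low control (0%) · Signal – Fluo-8 calcium dye fluorescence, ex 470-495, em 515-575 nm · Incubation – 1-h 37 °C dye load, 5-s basal, 120-s post-compound reads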
S1P4 ag: human S1P4 receptor agonism. O95977. S1P4-expressing cell line, agonist reporter assay. activation, % at 4.98 µM. 220,000 tested, 0.35% active; in the data active means activation above about 11%;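 further: 0% = DMSO vehicle and 100% = reference agonist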
S1P4 antag: blocks the human S1P4 receptor; S1P4-expressing cells, antagonist mode, reporter read-out; O95977; inhibition, % at 4.98 µM; AID 1510; 220,000 tested, 0.26% active; in the data active means inhibition above about 29%;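 further: 0% = wells stimulated with agonist and 100% = vehicle wells without agonist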
NPY2 pot ag: human NPY-Y2 potentiation or agonism, primary screen. 220,000 tested, 0.45% active. AID 1359. P49146. cells expressing NPY-Y2, potentiator/agonist read-out. activation, % at 3.6 µM; in the data active means activation above about 27%;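 further: cells stimulated with NPY near EC25 plus isoproterenol at EC100; 0% = vehicle plus submaximal agonist and 100% = vehicle plus saturating agonist; some results beyond the cut were filed as inactive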
Target sequence (P49146 whole entry, looked up): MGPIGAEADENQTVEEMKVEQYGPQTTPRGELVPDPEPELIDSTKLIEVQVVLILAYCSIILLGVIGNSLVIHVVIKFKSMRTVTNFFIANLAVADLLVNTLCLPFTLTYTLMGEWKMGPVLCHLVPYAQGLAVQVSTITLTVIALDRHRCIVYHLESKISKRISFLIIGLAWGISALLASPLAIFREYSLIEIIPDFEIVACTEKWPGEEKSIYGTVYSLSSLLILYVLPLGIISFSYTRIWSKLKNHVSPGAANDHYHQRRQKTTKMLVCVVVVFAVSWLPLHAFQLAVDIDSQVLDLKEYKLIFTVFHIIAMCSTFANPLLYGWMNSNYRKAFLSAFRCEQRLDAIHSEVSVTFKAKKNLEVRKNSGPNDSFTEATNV
EP2 modulator: EP2 receptor (human) modulation | induction, % at 25 µM | P43116 | EP2-expressing cells, cAMP HTRF FRET, PGE2 co-stimulation | AID 940 | 260,000 tested, 0.83% active;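 active means compounds whose cAMP rise, as percent of the full-agonist control response, exceeds 60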;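 further: rat C6 glioma line stably carrying human EP2 under a CMV promoter; the protocol text gives 20 µM as final concentration; 100% = response of wells given 1 µM PGE2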
NPY-Y1 antag: NPY-Y1 (human) receptor antagonism; inhibition, % at 3.6 µM; P25929; HEK293-CNG Y1 cells, membrane potential fluorescence; NPY at EC95, then isoproterenol; 200,000 tested, 1% active;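 active means inhibition above the campaign mean inhibition of all tested compounds plus 3 SD, cut at about 20% in these data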;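 further: 0% = DMSO wells given NPY plus isoproterenol and 100% = isoproterenol alone without NPY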
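Material: HEK293 Y1/CNG channel cell line | Also added: NPY (25 nM), isoproterenol (1 µM), Ro 20-1724 (25 µM) | Compound: One concentration, 3.6 µM, in 0.4% DMSO | Schedule: 3 h dye uptake, 1 h room-temperature compound, 45 min post-isoproterenol | Signal: Membrane-potential fluorescent dye readout | Read-out: % inhibition of NPY effect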
TRPN1 ag: agonists of zebrafish TRPN1 channel | HEK293 zebrafish TRPN1-YFP, Fluo-8 calcium fluorescence; 100% = response to 87 µM carbachol | activation, % at 3 µM | 220,000 tested, 0.18% active;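 active means activation above its plate's cutoff, the mean activation of test wells on that plate plus 3 SD, cut at about 19% in these data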;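 further: 0% = DMSO alone and 100% = 87 µM carbachol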
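Material – zebrafish TRPN1-YFP in HEK293 cells · Doses – 3 µM single point · Schedule – dye 1 h 37 °C plus 30 min RT · Signal – Fluo-8 calcium fluorescence, excitation 470-495 nm, emission 515-575 nm · Read-out – % activation versus carbachol response · Control set – carbachol high, DMSO low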
Numbers without * were called inactive; / = not tested or not shown; & = joins results of further samples; ! = a repeat was not active.

SMILES	NPY-Y1 PAM-ag	CHOP inh	TRPML3 agonist	S1P4 ag	S1P4 antag	NPY2 pot ag	EP2 modulator	NPY-Y1 antag	TRPN1 ag
CSc1ccccc1NC(=O)CN(C)CC(=O)Nc1cc(C)ccc1C	15	2	-0.4	0.2	-18	-9	32	5	-1.5
COC(=O)c1ccc(CSc2n[nH]c(=S)s2)o1	-3	11	0.6	-0.9	12	6	23	-1	-0.5
Cc1cc2c(C)nc(Cc3ccccc3)nc2o1	-14	22	-0.3	-0.4	-30	3	8	3	0.1
C=CCNC(=S)NNC(=O)c1csc(C)c1CC	10	16	0.2	-2.3	-10	3	22	1	-0.5
CCOc1ccc(Br)cc1S(=O)(=O)Nc1cccc(S(=O)(=O)N(C)c2ccccc2)c1	18	29	3.6	-0.4	-23	9	-29	0	1.5
Cc1cccc(NC(=O)NNS(=O)(=O)c2ccc(F)cc2)c1	-23	13	0.5	-1.2	-9	12	-12	-4	2.0
C#CCSc1[nH]c(=O)cc(C)c1C#N	13	-16	-0.1	0.6	-14	3	-11	5	0.5
COC(=O)c1cc(-c2ccc(Br)cc2)n[nH]1	12	60	0.3	-0.7	-4	11	1	-4	0.6
CCN(CC)CCN1C(=O)C(O)=C(C(C)=O)C1c1ccc(OC)c(OC)c1 (configuration not stated)	19	8	0.7	0.8	7	11	8	-4	1.3
COc1ccc(CC(=O)N2CCN(C(=O)c3ccco3)CC2)cc1	-3	-1	0.9	3.0	-12	-7	3	-6	1.4
COC(=O)c1ccccc1S(=O)(=O)N1CCC(C(=O)OCC(=O)NCC(F)(F)F)CC1	4	23	0.3	1.1	4	-1	18	2	0.2
CCOC(=O)N1CCN(CC(=O)n2c(C)c(C)c3ccccc32)CC1	-46	-25	-0.6	1.0	-14	-24	1	-3	-0.8
COc1cc(/C=N/N=C(\N)c2nonc2N)cc(OC)c1O	3	-16	-0.2	0.8	-2	5	-25	/	2.4
CCOc1c(Br)cc(CNc2ncn[nH]2)cc1OC	2	-2	0.4	0.5	-5	12	6	2	-0.6
CCOc1ccc(C2=Nn3c(nnc3-c3cccnc3)SC2)cc1	4	21	0.1	0.6	-1	-1	28	2	-0.5

Filtered by structure: the compounds so far containing four or more nitrogen atoms.
SMILES	NPY-Y1 PAM-ag	CHOP inh	TRPML3 agonist	S1P4 ag	S1P4 antag	NPY2 pot ag	EP2 modulator	NPY-Y1 antag	TRPN1 ag
COc1cc(/C=N/N=C(\N)c2nonc2N)cc(OC)c1O	3	-16	-0.2	0.8	-2	5	-25	/	2.4
CCOc1c(Br)cc(CNc2ncn[nH]2)cc1OC	2	-2	0.4	0.5	-5	12	6	2	-0.6
CCOc1ccc(C2=Nn3c(nnc3-c3cccnc3)SC2)cc1	4	21	0.1	0.6	-1	-1	28	2	-0.5

New compounds follow.
SMILES	NPY-Y1 PAM-ag	CHOP inh	TRPML3 agonist	S1P4 ag	S1P4 antag	NPY2 pot ag	EP2 modulator	NPY-Y1 antag	TRPN1 ag
O=S(=O)(NCc1ccccc1Br)c1cccs1	2	14	-1.3	0.5	-7	13	8	0	-1.7
O=C(CSc1nnc(-c2cc3ccccc3cc2O)n1Cc1ccco1)c1ccc(F)cc1	6	85*	-0.6	-0.4	-13	-7	50	-3	-0.4
CC(C)CNC(=O)COc1cccc(C(=O)NCc2ccccc2)c1	-4	29	0.3	1.4	-5	-6	10	0	-1.3
O=C(c1cc(F)ccc1F)C1CCCN(C(=O)CSc2ccccn2)C1 (configuration not stated)	-28	12	-0.8	-0.5	-5	-25	4	3	-1.4
Cc1cc(C)cc(Oc2ccc(N)cc2)c1	3	1	0.2	-3.2	-16	8	9	-7	-0.2
CC(=O)Nc1ccc(NC2=C/C(=N/S(=O)(=O)c3cccs3)c3ccccc3C2=O)cc1	19	107*	0.2	0.6	-15	11	-84	-3	1.0
C=CCNC(=S)NC(=O)c1ccc(C)c(Br)c1	0	-49	0.3	-0.9	0	-13	-65	6	0.4
CN(Cc1ccncn1)C(=O)CC1C(=O)NCCN1Cc1cccc(Oc2ccccc2)c1 (configuration not stated)	10	7	0.5	0.6	-27	1	11	0	-0.8
CNCC(O)CN1CCN(c2ccccc2OC)CC1 (configuration not stated)	10	-8	0.7	-0.4	-9	1	37	4	1.0
O=C(c1ccc(Cl)cc1)c1cc([N+](=O)[O-])ccc1N1CCOCC1	14	15	0.5	2.1	0	-4	21	9	-0.9
CC(C)NS(=O)(=O)c1ccc(CCC(=O)O)cc1	1	-28	2.6	1.8	-12	0	19	-1	0.0
Cc1nc2ncnn2c(C)c1Cc1ccccc1Cl	4	35	0.1	5.0	-17	0	30	1	-0.1
CCn1c(SCc2cccc(C(F)(F)F)c2)nnc1-c1ccco1	30	3	-1.2	0.5	5	4	-3	5	-0.9
OCC1(CCc2ccccc2)CCN(Cc2ccccc2Cl)CC1	-37	3	1.5	0.8	7	-30	-42	3	0.1
Cc1ccc2[nH]c3c(c2c1)CN(C(=O)CN1CCN(c2ccccc2)CC1)CC3	-10	36	0.7	0.9	-20	9	-62	-3	1.2
CCn1cc(Cl)c(C(=O)N2N=C3/C(=C/c4cccs4)CCCC3C2c2cccs2)n1 (configuration not stated)	-4	83*	0.6	-0.7	6	-7	37	0	-0.2
Cc1[nH]c(=O)[nH]c(=O)c1S(=O)(=O)N1CCCC(C(=O)N2CCN(c3ccccc3Cl)CC2)C1 (configuration not stated)	8	-4	0.5	0.5	6	-2	28	-1	0.9
CCn1cc(C(=O)Nc2ccc(F)c(F)c2)cn1	-14	-6	1.3	0.9	-6	-24	-10	2	2.5
Cc1cccc(-c2c3c(=O)n(C)c(=O)n(C)c3cn2CCO)c1	-21	3	0.5	-0.1	-6	3	0	4	0.6
CC(C)c1nnc(SCC(=O)NCCC2=CCCCC2)n1N	2	17	0.0	-0.4	-5	-3	16	3	-0.7
O=C(CSc1nc(N2CCCCC2)nc(N2CCCCC2)n1)Nc1nccs1	1	77*	0.7	3.8	4	5	-3	6	-0.5
CCOC(=O)Cn1nc(Cc2ccccc2)c2ccccc2c1=O	7	21	-0.7	0.2	-14	-25	-2	-6	0.1
Cc1nc2scc(-c3ccc(Cl)cc3)c2c(=O)o1	-14	-20	0.0	4.2	-6	10	14	-9	0.4
Cc1nc(-c2ccc(NC(=O)C3CCCCC3)cc2)cs1	-1	-19	0.5	-4.2	-15	-4	-32	-1	0.3
COc1cc2c(cc1C1NC(=S)NC(C)=C1C(=O)N(C)C)CCCC2 (configuration not stated)	8	-5	0.4	-0.2	-38	9	12	4	0.6
COc1ccc(S(=O)(=O)N=Nc2c(O)[nH]c3ccccc23)cc1	-5	15	0.8	1.6	-1	-4	4	14	0.4
Cn1c(=O)c2c(nc(SCC(=O)Nc3ccccc3N3CCCCC3)n2C)n(C)c1=O	-11	22	0.8	1.7	9	5	67*!	5	0.5
CCOC(=O)c1ccc(Nc2nc(C)cc(=O)[nH]2)cc1	-1	-12	0.6	-0.5	5	2	32&-8	2	-1.0
COc1ccccc1NS(=O)(=O)c1ccc(O)c(C(N)=O)c1	0	25	1.5	-1.1	-23	-7	12	0	-0.8
CCOC(=O)c1sc(Nc2cccc(Cl)c2)nc1C	3	-15	0.3	1.0	-14	-3	6	/	-2.4
CCC(Sc1nc2ccccc2s1)C(=O)Nc1cc(C)on1 (configuration not stated)	-1	21	-0.5	-0.4	0	-2	-14&0	0	-0.7
CN=C1C=C/C(=N/N=c2\ccn(O)cc2C)C=C1C	13	-15	-1.7	0.7	4	-11	-37	/	-3.1
C=CCn1c(SCC(=O)O)nnc1-c1ccc(C(C)(C)C)cc1	-10	37	-0.1	1.1	-11	-2	18	-1	1.8
CCOC(=O)c1c(-c2ccc(OC)cc2)csc1NC(=O)CCN1C(=O)c2ccccc2C1=O	-22	-8	-0.2	0.0	-31	-5	21	-1	-0.7
COc1ccccc1-n1cc(CN2CCN(C3CCCC3)C(CCO)C2)cn1 (configuration not stated)	-16	8	0.4	-0.4	-8	-9	16	-6	0.1
COc1ccccc1N1CCN(C(=O)CN(CCc2ccccc2)S(C)(=O)=O)CC1	29	4	2.6	-1.1	-10	17	-1	10	3.8
COC(=O)c1c(NC(=O)c2ccc(Br)o2)sc(C)c1C	-14	28	0.7	-1.1	-14	-1	47	-3	1.8
O=C(NCc1ccc(Cl)cc1)C(=O)NCC(c1ccco1)N1CCOCC1 (configuration not stated)	5	23	0.6	-0.4	-18	-1	6	-1	2.8
N#CC1=C2SCN(Cc3ccccc3)CN2C(=O)CC1c1ccccc1F (configuration not stated)	-4	21	-0.7	1.2	-19	-13	18	-2	-0.4
CN(C)CCN1C(=O)C(=O)/C(=C(/O)c2ccc(OCc3ccccc3)cc2)C1c1ccncc1 (configuration not stated)	-4	9	1.2	1.3	-12	-11	24	-5	-0.5
COc1cccc(C(=O)Oc2cc(N)n(S(=O)(=O)c3ccc(C)cc3)n2)c1OC	5	64	0.8	1.6	-3	20	-5	-3	0.8
CC(C(=O)NCC1CCCO1)c1ccc([N+](=O)[O-])cc1 (configuration not stated)	-18	9	0.3	-0.8	-7	-1	8	0	-0.2
Cc1cc2ccccc2n1CCNC(=O)c1ccc(S(=O)(=O)N2CCCCC2)cc1	19	-9	1.5	-1.2	-6	-3	-30	-2	3.6
CC(C)CNC(CC(=O)Nc1cccc([N+](=O)[O-])c1)C(=O)O (configuration not stated)	-11	10	0.2	1.5	-17	6	-2	4	1.4
CN(c1ccc(OCC(=O)OCC(=O)Nc2cccc([N+](=O)[O-])c2)cc1)S(=O)(=O)c1ccc(F)cc1	3	-8	0.7	1.1	-1	2	-41	-3	1.5
O=C1CC(c2cccc([N+](=O)[O-])c2)c2cc3c(cc2N1)CCC3 (configuration not stated)	-5	41	1.4	2.2	3	16	1	4	0.7
COc1ccccc1-n1c(SCC(=O)NC2CCCC2)nc2cccnc21	-17	61	0.3	0.7	-14	4	4	0	-0.3
Oc1cccc2ccc(Nc3ccccn3)nc12	19	/	2.9	0.2	-13	10	6	-4	2.4
CCN(CC)S(=O)(=O)c1cccc2cc(C(=O)O)c(O)cc12	5	50	0.1	1.8	-18	15	4	12	0.2
Cc1ccn2c(Nc3ccc4c(c3)OCO4)c(-c3ccc(O)cc3)nc2c1	29	-30	-0.8	-0.1	9	11	2	/	0.1
CC1=CC(C)(C)N=C(NC#N)N1	1	40	0.7	-0.3	-7	-1	12	2	-0.3
CCc1nnc(NC(=O)c2ccc(-c3cc(C(F)(F)F)ccc3Cl)o2)s1	4	2	0.8	0.0	-9	7	26	-1	1.0
CCOc1ccc(NC(=O)CSc2nnc(-c3ccccc3Cl)n2Cc2ccco2)cc1	4	32	-2.0	0.3	2	-17	38	3	-1.4
